Screening data: PubChem BioAssay, National Center for Advancing Translational Sciences (NCATS)
FUS yeast rescue: qHTS for Suppressors of FUS Proteinopathy: Primary screen using FUS-linked yeast assay; S. cerevisiae FUS-expressing, growth rescue, OD600, 24 h; Potency, µM (highest dose often 76.6 µM), inactives show top-dose growth rescue (activation), actives largely listed as activators; actives 0.24% (n = 390,000); AID 1347120, 2019;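 note: plate controls were DMSO vehicle for no effect and reference control for full effect; nearly all actives have a fitted effect of over 55% in size; some results filed as inactive show a strong effect at the top dose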
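Steps: raffinose overnight preculture; dilution to OD 0.005 in 2% galactose minimal medium; compound addition (concentration series); 24hr at 30C, 99% humidity; absorbance read at 600 nm.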
aSyn yeast inh: qHTS of alpha-syn Inhibitors; actives 0.14% (n = 370,000); Yeast expressing alpha-synuclein, growth rescue, BacTiter-Glo, 24 h; Potency, µM (titrated, usually from 46.1 µM), for the others: top-dose growth rescue (activation), actives largely listed as activators; note: % of control where 0% means no effect; nearly all actives have a fitted effect of over 65% in size
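Readout is rescue of growth in alpha-synuclein-expressing yeast, so inhibitors of toxicity appear as activators. Growth after 24 hr at 30 deg C in galactose medium is quantified by luminescence.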
EPAC1 agonist: qHTS for Agonist of cAMP-regulated guanine nucleotide exchange factor 3 (EPAC1): primary screen. EPAC1 agonist qHTS, biochemical assay; response scale: 100% = response to 6.5 mM cAMP. Rap guanine nucleotide exchange factor 3 (Homo sapiens), O95398. actives 0.073% (n = 360,000). Potency, µM (highest dose often 154 µM), inactives show top-dose activation, most hits filed as activators; note: nearly all actives have a fitted effect of over 60% in size
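Nucleotide exchange by EPAC1 (100 nM) on Rap1B–BODIPY-GDP (250 nM) in the presence of 50 uM GDP is tracked fluorescently at 480/540 nm over 30 min. Signals are normalized to a 6.5 mM cAMP control.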
EPAC1 antag: qHTS for Antagonist of cAMP-regulated guanine nucleotide exchange factor 3 (EPAC1): primary screen; Rap guanine nucleotide exchange factor 3 (Homo sapiens), O95398; actives 0.14% (n = 360,000); Potency, µM (doses to about 115 µM), without a hit: at the highest dose activity change, negative = inhibition, hits mostly inhibitors; EPAC1 GEF assay, Rap1b-BODIPY-GDP exchange fluorescence;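 note: plate controls were vehicle for no effect and positive control for full effect; nearly all actives have a fitted effect of over 50% in size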
EPAC2 antag: qHTS for Antagonist of cAMP-regulated guanine nucleotide exchange factor 2 (EPAC2): primary screen; EPAC2 GEF exchange of Rap1B-BODIPY-GDP, fluorescence; Potency, µM (series often up to 114 µM), without a hit: top-dose activity, negative = inhibition, hits mostly inhibitors; actives 0.18% (n = 360,000); AID 720708, 2013; note: % is set by controls: 0 for no effect and ±100 for the full control effect; nearly all actives have a fitted effect of over 45% in size; many of its hits are not listed in these tables
TDP43 rescue: qHTS of TDP-43 Inhibitors. actives 1.8% (n = 410,000). AID 652104, 2013. TDP-43 expressing yeast growth rescue, BacTiter-Glo, 24 h. Potency, µM (highest dose often 46.1 µM), without a hit: at the highest dose growth rescue (activation), most hits filed as activators; note: % of control where 0% means no effect; nearly all actives have a fitted effect of over 50% in size
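Yeast expressing TDP-43 (pregrown in raffinose, seeded at OD600=0.02 in galactose medium) exposed to compounds 24 hr at 30 deg C. Growth read by BacTiter-Glo luminescence; rescue of toxicity appears as increased signal.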
EPAC2 agonist: qHTS for Agonist of cAMP-regulated guanine nucleotide exchange factor 4 (EPAC2): primary screen; Potency, µM (highest dose often 154 µM), without a hit: at the top dose activation, usual class: activators; EPAC2 activation, biochemical qHTS; response scale: 100% = 6.5 mM cAMP response; actives 0.079% (n = 360,000); Rap guanine nucleotide exchange factor 4 (Homo sapiens), Q8WZA2; note: nearly all actives have a fitted effect of over 50% in size
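Guanine nucleotide exchange by EPAC2 is measured as reduced fluorescence of BODIPY-GDP once it is released from 250 nM Rap1B. Plates are read kinetically for 30 min at room temperature; results are scaled to 6.5 mM cAMP.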
PTHR1 agonist: qHTS for PTHR1 Agonists: Primary Screen | HEK293 GP2 PTHR1 cells, GloSensor cAMP luminescence, 1 h | Potency, µM (top dose mostly 115 µM), for the others: at the top dose activation, actives largely listed as activators | actives 0.075% (n = 410,000) | AID 743266, 2014; note: nearly all actives have a fitted effect of over 55% in size; some results filed as inactive show a strong effect at the top dose; inactives centre near -15; many of its hits are not listed in these tables
Target sequence (Q03431 whole entry, looked up): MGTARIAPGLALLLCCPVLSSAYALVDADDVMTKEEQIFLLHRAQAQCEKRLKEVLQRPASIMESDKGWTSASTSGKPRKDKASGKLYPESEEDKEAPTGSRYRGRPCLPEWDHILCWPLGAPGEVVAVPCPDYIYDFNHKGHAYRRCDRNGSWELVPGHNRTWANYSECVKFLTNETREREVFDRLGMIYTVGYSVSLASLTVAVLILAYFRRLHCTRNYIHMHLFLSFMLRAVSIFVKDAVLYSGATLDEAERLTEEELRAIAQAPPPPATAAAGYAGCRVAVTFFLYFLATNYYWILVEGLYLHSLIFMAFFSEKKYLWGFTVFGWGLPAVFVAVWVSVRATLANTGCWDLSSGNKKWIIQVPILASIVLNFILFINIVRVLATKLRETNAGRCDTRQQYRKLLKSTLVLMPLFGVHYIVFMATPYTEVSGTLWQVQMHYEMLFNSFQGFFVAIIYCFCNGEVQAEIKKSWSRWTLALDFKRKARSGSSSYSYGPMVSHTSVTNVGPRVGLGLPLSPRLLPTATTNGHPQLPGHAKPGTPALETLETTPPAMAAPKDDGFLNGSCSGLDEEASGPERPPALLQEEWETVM
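HEK-293-derived GP2 cells expressing PTHR1 and a GloSensor cAMP reporter, 3,000/well, plated overnight, given luciferin plus IBMX (each 0.5 mM as added) for 1 h at 37 °C, then compound for 1 h at 37 °C. Luminescence was read after 15 min at room temperature.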
* = called active by the depositor; i = inactive; ? = inconclusive; / = no result given; [ ] = remark or other dose. Calls come from the whole dose curve; as a rule, active = well fitted curve in the direction sought with a large enough effect; inconclusive = small, poorly fitted or top-dose-only effect, or another doubt; inactive = no such curve, though single readings can be large; an effect the other way counts as inactive or inconclusive. Potency is the fitted concentration of half-maximal effect.

SMILES	FUS yeast rescue	aSyn yeast inh	EPAC1 agonist	EPAC1 antag	EPAC2 antag	TDP43 rescue	EPAC2 agonist	PTHR1 agonist
CCOC(=O)/C(=C/C=C1\Sc2cc(C)c(C)cc2N1CC)C(C)=O	?	-7%	20%	4%	114%[activator]	?	31%	-82%[inhibitor]
COCCN(C(C)=O)c1nnc(-c2ccccn2)s1	45%	0%	6%	-6%	-5%	-3%	0%	-48%[inhibitor]
Cc1cc(C(F)F)n2ncc(C(=O)NCc3ccccc3F)c2n1	/	11%	-3%	13%	6%	?	-6%	i
COc1ccc(-c2c(C(F)(F)F)oc3c(CN4CCN(C)CC4)c(O)ccc3c2=O)cc1	-10%	-11%	-1%	14%	5%[57.1 µM]	-15%	19%	i
NC(=O)NC(=O)CSc1nnc(-c2ccco2)n1Cc1ccccc1	8%	0%	-6%	7%	13%	-10%	-2%	i
CCCC(Oc1ccc(Br)cc1)c1nc2c3cc(OC)c(OC)cc3nc(=S)n2[nH]1 (configuration not stated)	/	1%	15%	-11%	-2%	16%	-11%	i
NC(=NC(=O)c1ccc(OCC(F)(F)F)nc1)c1ccc(Cl)cc1	20%	0%	-7%	-23%	-14%	-14%[1.82 µM]	-3%	-14%
COc1cc2c(cc1OC)C(C)N(C(=O)Cc1ccc(C(F)(F)F)cc1)CC2 (configuration not stated)	16%	11%	1%	7%	-10%	14%	7%	-16%
O=C(c1ccc(S(=O)(=O)Nc2ccccc2F)cc1)N1CCC1	11%	-4%	-6%	-17%	-8%	12%	-4%	i
CCOc1ccc(CCNC(=O)CCc2nnc3ccc(N4CCCC4)nn23)cc1OCC	4%	-7%	-6%	-8%	-4%	1%	-6%	-20%
CCCNC(=O)C(Cc1cccc(OC)c1)NC(=O)c1ccc(C(C)(C)C)cc1 (configuration not stated)	-11%	2%	-25%	-5%	-1%	-7%	-11%	i
COc1ccc(-c2c(C)n([O-])c(C)c(C)[n+]2=O)cc1	4%	0%	5%	-5%	3%	-8%	2%	-6%

Some values from the entries so far.
COc1ccc(-c2c(C)n([O-])c(C)c(C)[n+]2=O)cc1 @ TDP43 rescue: -8%
COCCN(C(C)=O)c1nnc(-c2ccccn2)s1 @ TDP43 rescue: -3%

Continuation.
SMILES	FUS yeast rescue	aSyn yeast inh	EPAC1 agonist	EPAC1 antag	EPAC2 antag	TDP43 rescue	EPAC2 agonist	PTHR1 agonist
Cc1ccc(Nc2c(N)c(=O)oc3ccccc23)cc1	17%	1%	6%	-12%	-8%	14µM*	6%	-13%[57.5 µM]
CCN(CC)S(=O)(=O)c1ccc(N=N/C(C(C)=O)=C(/C)O)cc1	-15%	-7%	-1%	-15%	4%	18%	4%	i
Cn1c(=O)c2cc(NC(=O)NCCc3cccs3)ccc2n1Cc1ccccc1	3%	1%	-18%	-12%	10%	4%	7%	-6%
Cc1ncc(CN2CCN(Cc3ccc(F)cc3)C(CCO)C2)s1 (configuration not stated)	-4%	-5%	2%	-3%	2%	8%[9.22 µM]	14%	i
CCn1c(=O)c([N+](=O)[O-])c(N2CCOCC2)c2ccccc21	-1%	-7%	-4%	6%	10%	3%	3%	-5%
O=C(NCC1CCN(c2ccc(S(=O)(=O)N3CCOCC3)cc2)CC1)Nc1ccccc1	43%	-3%	-14%	?	-23%	-18%	5%	-77%[inhibitor]
CCc1ccc(N/C(=N/c2nc(C)cc(C)n2)NC(C)=O)cc1	27%	-4%	-12%	0%	-10%	-7%	-10%	i
Cc1c(Cl)cccc1NC(=O)CSc1ncc(S(=O)(=O)c2ccc(C(C)C)cc2)c(=O)[nH]1	-8%	-10%	/	/	/	2%	/	i
Cc1ccc(Cl)cc1N1CCN(C(c2cccnc2)c2nnnn2C2CCCCC2)CC1 (configuration not stated)	12%	10%	5%	2%	-7%	-12%	13%	i
CC(C)(C)c1ccc(C(=O)N2CCC3(CC2)NCCc2[nH]cnc23)cc1	15%	-6%	-5%	-13%	9%	-14%	9%	i
O=C(COc1cc(Cl)c(Cl)cc1Cl)NC(=O)NC1CCCC1	7%	0%	20%	-10%	-11%	10%	13%	-11%[57.5 µM]
Cc1ccc(C)c(C2=CSC3=NCCN23)c1	?	-4%	-1%	-5%	9%	-25%	2%	i

An excerpt from above in order of their number in FUS yeast rescue, ascending:
Molecule	FUS yeast rescue	EPAC1 antag	EPAC2 antag	EPAC2 agonist	PTHR1 agonist
Cn1c(=O)c2cc(NC(=O)NCCc3cccs3)ccc2n1Cc1ccccc1	3%	-12%	10%	7%	-6%
COc1ccc(-c2c(C)n([O-])c(C)c(C)[n+]2=O)cc1	4%	-5%	3%	2%	-6%
O=C(c1ccc(S(=O)(=O)Nc2ccccc2F)cc1)N1CCC1	11%	-17%	-8%	-4%	i

Next section
SMILES	FUS yeast rescue	aSyn yeast inh	EPAC1 agonist	EPAC1 antag	EPAC2 antag	TDP43 rescue	EPAC2 agonist	PTHR1 agonist
O=C1/C(=C\c2ccco2)CCC/C1=C\c1ccco1	44%	8%	8%	9%	-1%	24%	5%	-20%
Cc1ccc(Cc2c(-c3ccc(Br)cc3)nc3ccc(Br)cn23)cc1	9%	-16%	-8%	-10%	-2%	8%	7%	-38%[inhibitor]
O=C1CN(c2nc(-c3cccnc3)nc3scc(-c4ccccc4)c23)CCN1	27%	-12%	-4%	-7%	6%	-30%	1%	-9%
C/C=C(/C)C(=O)Nc1cccc(C2=NOC3(C2)C[C@H](C(N)=O)N(C(=O)c2ccc(Cl)cc2)C3)c1 (some centres not stated)	26%	6%	-3%	-6%	-3%	1%	2%	i
COC(=O)C1Cc2ccccc2CN1C(=O)CCl (configuration not stated)	4%	-15%	3%	-14%	-1%	23%	-4%	i
O=c1oc2ccccc2cc1-c1nc2ccccc2o1	20%	10%	4%	-5%	-9%	9%	7%	-55%[inhibitor]
COC(=O)C1(C(=O)OC)Sc2ccccc2C1=O	8%	-10%	-4%	4%	11%	-22%	-7%	-6%[57.5 µM]
Cc1nc([N+](=O)[O-])cn1C(C)C	20%	-1%	-1%	-7%	-4%	-17%	12%	i
COC(=O)Cn1c(C)nc2c(sc3nc(C)cc(C)c32)c1=O	7%	24%	4%	3%	5%	16%	14%	-17%
OC(COCc1cccs1)CN1CCN(c2ccccc2Cl)CC1 (configuration not stated)	/	5%	0%	2%	-2%	18%	-3%	-10%
Nc1ccccc1-n1nc2ccc3ccccc3c2n1	-18%	6%	9%	-3%	-5%	?	25%	-41%[inhibitor]
COc1cccc(/C=C/C(=O)Nc2ccc3[nH]c(=O)[nH]c3c2)c1	-15%	-7%	3%	-26%	20%	7%	13%	-21%
COc1ccc(-c2nnn(CC(=O)N(CC(=O)NC3CCCC3)c3ccccc3)n2)cc1OC	20%	4%	9%	-4%	0%	21%	-1%	i
COc1ccc(N(CCOc2ccccc2)S(=O)(=O)c2ccccc2)cc1	-7%	-5%	2%	-10%	-1%	-15%	17%	i
CC[C@H]1C/C=C\Cc2ccccc2[C@@H](C(=O)C[C@@H](O)CC(C)=O)OC1=O	-5%	3%	6%	-4%	-9%	4%	6%	0%
CCOC(=O)/C=C/C(=O)Nc1ccc(S(=O)(=O)N2CCCCCC2)cc1	30%	-4%	-5%	-15%	-9%	-5%[9.22 µM]	10%	-35%[inhibitor]
COc1ccc(CCNC(=O)C(=O)NCC2OCCN2S(=O)(=O)c2ccc(OC)c(OC)c2)cc1 (configuration not stated)	18%	-5%	-5%	-1%	-10%	11%	19%	-35%[inhibitor]
COC(=O)c1ccc(CSc2nnc(NC(=O)C3CC(=O)N(c4ccc5c(c4)OCCO5)C3)s2)cc1 (configuration not stated)	/	-4%	2%	?	0%	7%	10%	-3%
COc1nc(=O)n(C2C=CC(=O)O2)cc1F (configuration not stated)	-27%	11%	16%	-2%	8%	0%	11%	-27%
COc1cc2c(cc1OC)C(O)=CC(=O)C2=O	-21%	3%	9%	?	8%	0%	4%	i
Cc1cccc(NS(=O)(=O)c2ccc(-c3cnc(C4CC4)o3)cc2)c1	?	?	-10%	-23%	-18%	?	19%	-46%[inhibitor]
CC(C)n1c(Oc2ccc(F)cc2)nc2c1c(=O)n(C)c(=O)n2C	-3%	1%	-1%	21%	-20%	?	-10%	i
CN(C(=O)C1CCCO1)c1nnc(-c2ccccn2)s1 (configuration not stated)	25%	1%	-1%	6%	-5%	-8%	2%	-13%[57.5 µM]
O=C(CSc1ccccc1)NCC(c1ccco1)N1CCCCC1 (configuration not stated)	?	-5%[1.84 µM]	-4%	17%	3%	13%	-1%	-8%

One compound at a time, as listed above. Values in the order: FUS yeast rescue, aSyn yeast inh, EPAC1 agonist, EPAC1 antag, EPAC2 antag, TDP43 rescue, EPAC2 agonist, PTHR1 agonist
CN(C(=O)C1CCCO1)c1nnc(-c2ccccn2)s1 (configuration not stated) in the list: 25%, 1%, -1%, 6%, -5%, -8%, 2%, -13%[57.5 µM]
CC[C@H]1C/C=C\Cc2ccccc2[C@@H](C(=O)C[C@@H](O)CC(C)=O)OC1=O in the list: -5%, 3%, 6%, -4%, -9%, 4%, 6%, 0%

Other structures
SMILES	FUS yeast rescue	aSyn yeast inh	EPAC1 agonist	EPAC1 antag	EPAC2 antag	TDP43 rescue	EPAC2 agonist	PTHR1 agonist
COCCNC(=O)C(c1ccc(C)o1)N(Cc1cccs1)C(=O)c1snc(C(N)=O)c1N (configuration not stated)	22%	0%	-1%	5%	12%	-11%	4%	i
c1ccc2c(NCC3CCCO3)nc(N3CCOCC3)nc2c1 (configuration not stated)	-28%	-9%	13%	4%	5%	-4%	17%	-3%
CCCCCC(=O)Nc1ccc(Cc2ccncc2)cc1	8%	3%	-13%	8%	5%	-5%	4%	-13%[57.5 µM]
CC(C)C(=O)Nc1cccc(NC(=O)c2cccc(F)c2)c1	-35%	2%	10%	-19%	9%	11%	7%	-22%
S=c1[nH]cnc2sc(Nc3ccccc3)nc12	-5%	-2%	-10%	-4%	6%	-3%	0%	i
COCCOC(=O)c1nccnc1C(=O)Nc1ccc(S(=O)(=O)N2CCOCC2)cc1	-21%	-8%	15%	-18%	-8%	7%	4%	i
Cc1ccc(-n2cccn2)c(CN2CCCC(C(=O)c3ccc4c(c3)OCO4)C2)c1 (configuration not stated)	15%	-4%	3%	10%	-7%	-20%[9.22 µM]	6%	i
Cc1ccccc1OCC(=O)Nc1ccccc1C(=O)N1CCCCC1	10%	2%	-12%	1%	13%	19%	-2%	-49%[inhibitor]

Not all compounds are listed (hit frequency here may not be typical).
